mIDH1 inhibitor – blocks human mutant IDH1 R132H enzyme; O75874; IDH1-R132H enzyme, NADPH consumption, diaphorase/resazurin fluorescence; Potency, µM (top dose mostly 76.6 µM), for inactives: top-dose activity change, negative = inhibition, most hits filed as inhibitors; 0.093% of 390,000 active; AID 602179; further: potency means the concentration at half of the fitted maximal effect; on the % scale 0 is the no-effect control and ±100 the full control effect; nearly all actives have a fitted effect of over 65% in size
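IDH1-R132H (0.5 ug/mL) preincubated 30 min with compound, then NADPH (0.016 mM) and alpha-KG (2 mM) added; 80 min at RT, pH 7.5. Remaining NADPH coupled via diaphorase/resazurin to fluorescence (540/590 nm); concentration-response curves normalized to no-enzyme control.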
D2 ag – activates the human D2 dopamine receptor. P14416. HEK293 T-REx D2 cells, calcium flux agonist mode. activation, % at 2 µM. 0.53% of 340,000 active;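 active means activation over 3 SD above normal in the single-dose calcium agonist read, cut at about 30% in these data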; further: 0% is about no effect
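HEK293 Trex D2 cells, tetracycline-induced, o/n 30 C 5% CO2; no-wash Ca dye, RT 30–90 min; 10-cycle baseline, 23 nl cpd added, kinetic Ca read 180 s; agonist hits = positive Ca response.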
rTrxR1 inhibitor – rat TrxR1 inhibition. O89049. recombinant rTrxR1, NADPH fluorescence consumption, selenite substrate. Potency, µM (series often up to 114 µM), without a hit: at the top dose activity change, negative = inhibition, actives largely listed as inhibitors. 1% of 390,000 active; further: potency means the concentration at half of the fitted maximal effect; on the % scale 0 is the no-effect control and ±100 the full control effect; nearly all actives have a fitted effect of over 65% in size
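Rat TrxR1 (90 nM in the dispensed reagent) was pre-reduced with 400 uM NADPH for 5 min at room temperature, then incubated with compound for 15 min. After 400 uM selenite was added, NADPH fluorescence (Ex 340/Em 450 nm) was followed for 8 min.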
USP1-UAF1 inh – blocks the human USP1/UAF1 deubiquitinase complex; Potency, µM (titrated, usually from 57.1 µM), inactives show at the top dose activity change, negative = inhibition, actives largely listed as inhibitors; recombinant USP1/UAF1, Ub-Rhodamine cleavage fluorescence; O94782; 0.23% of 390,000 active; AID 743255; further: potency means the concentration at half of the fitted maximal effect; on the % scale 0 is the no-effect control and ±100 the full control effect; nearly all actives have a fitted effect of over 60% in size; inactives centre near -12
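USP1/UAF1 complex (1 nM) preincubated 15 min at room temperature with compound, then Ub-Rho substrate (150 nM final) added. Kinetic fluorescence at 480/540 nm over 6 reads at 60 s intervals; 50 mM HEPES pH 7.8, 0.5 mM EDTA, 0.1 mg/ml BSA, 1 mM TCEP, 0.01% Tween-20.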
TRHR PAM – TRH receptor (human) allosteric enhancement; AID 493056; 0.66% of 360,000 active; P34981; enhancement, % at 2 µM; TRHR cells, fluo-8 calcium fluorescence, EC20 TRH enhancement; in the data active means enhancement above about 30%; further: 0% is about no effect
Target sequence (P34981 whole entry, looked up): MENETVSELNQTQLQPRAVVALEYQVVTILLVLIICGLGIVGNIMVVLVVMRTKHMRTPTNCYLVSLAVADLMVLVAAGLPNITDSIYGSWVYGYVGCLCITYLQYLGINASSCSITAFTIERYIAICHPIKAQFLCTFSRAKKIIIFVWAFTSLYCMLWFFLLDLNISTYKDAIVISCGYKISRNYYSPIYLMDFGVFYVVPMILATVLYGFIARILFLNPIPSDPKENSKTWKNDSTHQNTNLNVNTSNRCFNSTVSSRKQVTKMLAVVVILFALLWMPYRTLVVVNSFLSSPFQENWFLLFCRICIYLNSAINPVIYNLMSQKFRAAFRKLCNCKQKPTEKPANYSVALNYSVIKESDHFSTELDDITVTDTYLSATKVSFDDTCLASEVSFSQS
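TRHR-expressing cells loaded with fluo-8 calcium dye were read kinetically (ex 480/em 530) during compound addition, then stimulated with an EC20 of TRH (10 nM final). Enhancement of the Gq-mediated intracellular calcium response was scored.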
TrxR1 substrate – substrates of rat thioredoxin reductase 1 | O89049 | Potency, µM (titrated, usually from 114 µM), inactives show at the top dose activity change, negative = substrate turnover | purified TrxR1 substrate turnover, NADPH consumption readout | 0.01% of 390,000 active; further: potency means the concentration at half of the fitted maximal effect; on the % scale 0 is the no-effect control and ±100 the full control effect; nearly all actives have a fitted effect of over 50% in size
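Rat TrxR1, dispensed at 90 nM, was prereduced with 400 uM NADPH (final) for 5 min at ~22 deg C, then incubated with compound 15 min before 400 uM selenite. A first-read NADPH fluorescence drop versus no-compound background flagged substrates.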
D2 antag – antagonizes the human D2 dopamine receptor; 2% of 340,000 active; P14416; AID 485344; HEK293 TREx D2 cells, calcium flux, dopamine EC80; inhibition, % at 10 µM; in the data active means inhibition above about 30%; further: 0% is about no effect
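Calcium flux kinetic readout in an inducible HEK293 TREx D2 line plated overnight at 30 C. After 180 s compound exposure, an EC80 dopamine challenge follows with another 180 s kinetic read to detect antagonism.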
PI4K2A block – PI4K2A (human) kinase inhibition; 0.13% of 420,000 active; activity change, negative = inhibition, % at 76.9 µM; purified PI4K2A, ADP-Glo luminescence, 1 h; active compounds read low; in the data active means activity change below about -50%; inconclusive means mostly about -30% to -49%;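 further: -100% = wells without enzyme as full effect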
Target sequence (Q9BTU6 whole entry, looked up): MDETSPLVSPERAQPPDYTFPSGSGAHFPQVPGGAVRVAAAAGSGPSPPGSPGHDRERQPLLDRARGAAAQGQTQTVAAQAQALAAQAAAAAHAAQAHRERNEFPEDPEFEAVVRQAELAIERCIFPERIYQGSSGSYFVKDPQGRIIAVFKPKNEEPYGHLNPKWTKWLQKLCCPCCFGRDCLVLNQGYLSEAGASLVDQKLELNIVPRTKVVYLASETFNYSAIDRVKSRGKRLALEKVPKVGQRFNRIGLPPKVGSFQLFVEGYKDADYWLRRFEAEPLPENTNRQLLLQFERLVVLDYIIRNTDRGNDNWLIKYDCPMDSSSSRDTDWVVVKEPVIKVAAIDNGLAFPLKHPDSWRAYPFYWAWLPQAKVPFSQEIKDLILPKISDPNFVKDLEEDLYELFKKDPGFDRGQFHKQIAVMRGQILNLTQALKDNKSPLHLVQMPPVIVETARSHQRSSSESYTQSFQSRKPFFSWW
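PI4K2A activity was measured by ADP-Glo luminescence: enzyme (4 ug/mL stock) and phosphatidylinositol (1.2 mM stock) in Tris pH 7.5/MgCl2/EGTA/Triton X-100 buffer were reacted with ATP (300 microM stock) for one hour at ambient temperature.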
TRHR agonist – TRH receptor (human) agonism | TRHR cells, calcium flux fluo-8, FDSS agonist mode | P34981 | 0.18% of 360,000 active | activation, % at 2 µM; in the data active means activation above about 30%; further: 0% is about no effect
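Steps: seed TRHR cells overnight; add fluo-8 no-wash Ca dye, RT 30 min–1.5 h; record 10 s baseline; pin-transfer compounds; monitor fluorescence 1 cycle/s for the agonist window. Calcium increases flag candidate agonists.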
* = called active by the depositor; u = inconclusive; x = no result given; & = joins results of further samples; [ ] = dose if it differs, or a comment. Unless noted, the call rests on the fitted dose curve; in most records, active means well fitted inhibition curve with a large enough effect; inconclusive means small, poorly fitted or top-dose-only effect; inactive means no such curve, though single readings can be large or run the other way. Rows are unselected. Share with any hit: about 3.9%.

Screens in order – D2 ag, TRHR PAM, USP1-UAF1 inh, PI4K2A block, TrxR1 substrate, rTrxR1 inhibitor, mIDH1 inhibitor, TRHR agonist, D2 antag
> COC(=O)c1sc2ncccc2c1OCc1c(Cl)cccc1Cl
    -0.2, 0, -17%, -1, 10%, 18%, 1%, 0.2, -6
> Clc1ccc(CNc2ncnc3[nH]ncc23)c(Cl)c1
    x, x, -34%, 2, -4%[57.1 µM], 16%, 4%, x, x
> COc1ccccc1N1CCN(Cc2cnc3ccc(Cl)cn23)CC1
    -0.6, -9, -14%, 2, -5%, 7%, -3%, -0.9, 55*
> Cc1cc(C)c(C)c(S(=O)(=O)N2CCN(C(=O)c3cc(=O)[nH]c4ccccc34)CC2)c1C
    0.9, -4, -4%, 3, 4%, 3%, 7%, 0.1, -19
> O=C1CN(C(=O)Nc2ccccc2Cl)C(c2ccccc2)c2c(sc3c2CCCC3)N1 (configuration not stated)
    1.8, -2, -11%, -4, -2%, 9%, 0%, -0.3, x
> COc1ccc(C(=O)OCC(=O)Nc2ccc3[nH]c(=O)[nH]c3c2)c(OC)c1OC
    -0.2, -6, -10%, -4, 4%[57.1 µM], 2%[57.1 µM], 6%, -0.4, 18
> C[C@H](CO)N1C[C@H](C)[C@@H](CN(C)S(=O)(=O)c2cn(C)cn2)Oc2ccc(NC(=O)NC3CCCCC3)cc2C1=O
    x, x, -26%, -2, 6%, -3%, 12%, x, x
> O=C1C2C3c4ccccc4C(c4ccccc43)C2C(=O)N1/N=C/c1cccc(O)c1 (configuration not stated)
    -1.6, 4, -15%, -1, -4%, 12%, 4%, 1.4, -15
> Cc1ccc(S(=O)(=O)N2CCN(CC(=O)NC3CCCc4ccccc43)CC2)c(C)c1 (configuration not stated)
    0.1, -8, -11%, -6, 1%, 19%, 8%, -0.4, 1
> NCCCC[C@@H](C(=O)N1CCNCC1)n1cc(CCC(=O)O)nn1
    0.0, 7, -5%, -5, 4%[57.1 µM], 0%[57.1 µM], -9%, -0.6, 1
> COc1ccc(OC[C@@H](O)CNC(=O)c2cccc3c2C(=O)c2ccc(Cl)cc2S3(=O)=O)cc1
    0.1, 1, -3%, -4, -4%, -4%, 2%, -0.8, 6
> CN1CCN(CC(=O)N2c3ccccc3C(C)(c3ccc(Cl)cc3)CC2(C)C)CC1 (configuration not stated)
    1.7, 8, -12%, 8, 12%[57.1 µM], 11%[57.1 µM], 1%, 1.4, -3
> COc1ccc(OC)c(N(CC(=O)NCCSCc2ccc(C)cc2)S(C)(=O)=O)c1
    0.3, -11, 4%, -3, -4%, -16%[57.1 µM], 0%, -0.8, 10
> O=C(OCCc1cc2ccccc2c(=O)o1)c1ccco1
    -1.0, 9, -16%, 1, -8%[57.1 µM], -4%[57.1 µM], 2%, -0.3, 25
> NC(=S)N/N=C1\CCOc2ccc(Cl)cc21
    0.7, 1, -14%, -3, -2%, -8%, 13%, -1.6, 8

In the list so far, 2 contain a thiophene ring, fused or not:
Screens in order – D2 ag, TRHR PAM, USP1-UAF1 inh, PI4K2A block, TrxR1 substrate, rTrxR1 inhibitor, mIDH1 inhibitor, TRHR agonist, D2 antag
> COC(=O)c1sc2ncccc2c1OCc1c(Cl)cccc1Cl
    -0.2, 0, -17%, -1, 10%, 18%, 1%, 0.2, -6
> O=C1CN(C(=O)Nc2ccccc2Cl)C(c2ccccc2)c2c(sc3c2CCCC3)N1 (configuration not stated)
    1.8, -2, -11%, -4, -2%, 9%, 0%, -0.3, x

(list continues)
Screens in order – D2 ag, TRHR PAM, USP1-UAF1 inh, PI4K2A block, TrxR1 substrate, rTrxR1 inhibitor, mIDH1 inhibitor, TRHR agonist, D2 antag
> COc1ccccc1NC(=O)N1CCCC1C(=O)NCc1ccccc1 (configuration not stated)
    0.2, -3, -13%, 6, 4%[57.1 µM], -3%[57.1 µM], -4%, -0.1, 6
> CCOC(=O)c1ccccc1NC(=O)COC(=O)CN1C(=O)C2CC=CCC2C1=O (configuration not stated)
    -0.6, 8, -18%, -2, 3%, 9%, 9%, -0.5, 3
> Cc1cc2c(cc1C)N(C(=O)CN1C(=O)c3ccccc3C1=O)C(C)(C)c1ssc(=S)c1-2
    0.8, -16, -5%, -15, -4%, 1%, -1%, 0.3, 12
> CC1CN(C(=O)c2ccc(Oc3ccccc3)cc2)CC(C)O1 (configuration not stated)
    -0.5, -4, -9%, 6, -4%, 3%, -1%, -0.9, 9
> Cc1ccccc1NC(=O)CSc1[nH]c(=O)cc(C)c1C#N
    0.4, -7, -1%, -5, 7%, -5%, 10%, 0.2, -10
> Cc1cc(C(=O)Nc2ccc(Cl)cc2)on1
    -1.0, 3, -24%, 0, 0%, 7%, 1%, -0.4, -5
> COc1ccc(NC(=O)CCCN2C(=O)/C(=C\c3ccco3)SC2=S)cc1
    -0.4, 5, 1%, 9, -10%, -20%, 6%, -0.4, 2
> CC(/C=N/N1CCN(Cc2ccccc2)CC1)=C\c1ccccc1
    -0.5, 12, -2%, -2, 7%[57.1 µM], 7%[57.1 µM], 5%, -0.7, 17
> Cn1c(=O)[nH]c(=O)c2c1nc(N1CCOCC1)n2CCSc1nnnn1-c1ccccc1
    0.4, 10, -22%, 1, -2%, 23%, -1%, -0.1, 37*
> CCCCn1c(=NC(=O)C(C)(C)Oc2ccc(Cl)cc2)c(C(=O)OCC)cc2c(=O)n3ccccc3nc21
    0.9, 1, -29%, 0, u, -25%, 0%, 0.3, x
> Cc1ccc(CNC(=O)CN2CCCC(C)C2)cc1 (configuration not stated)
    -0.1, -3, -20%, 1, 4%, 15%, 11%, -1.2, -8
> Cn1c2ccccc2c2cc(/C=N/NC(=O)c3cc(O)ccc3O)ccc21
    0.1, 3, u, -23, 3%[57.1 µM], -14%[57.1 µM], 7%, 0.3, -5
> C=CCOC(=O)C1=C[C@H](c2csc3ccccc23)C[C@H](OCc2ccc(CO)cc2)O1
    x, x, u, -5, 2%[57.1 µM], 2%[57.1 µM], -6%, x, x
> O=C(NC1(C(F)(F)F)C(=O)Nc2c1c(=O)[nH]c(=O)n2-c1ccccc1)c1ccccc1Cl (configuration not stated)
    -0.4, -2, 4%, -2, -1%[57.1 µM], 28%[57.1 µM], 20%, 0.8, x
> O=[N+]([O-])c1ccc(-c2cnc(SC(c3ccccc3)c3ccccc3)[nH]2)cc1
    0.7, 4, -21%, -5, -22%[57.1 µM], 9%[57.1 µM], -10%, -0.2, -2

Complete entries as entered above. Screens in order: D2 ag | TRHR PAM | USP1-UAF1 inh | PI4K2A block | TrxR1 substrate | rTrxR1 inhibitor | mIDH1 inhibitor | TRHR agonist | D2 antag
Listed for Cn1c2ccccc2c2cc(/C=N/NC(=O)c3cc(O)ccc3O)ccc21 : 0.1 | 3 | u | -23 | 3%[57.1 µM] | -14%[57.1 µM] | 7% | 0.3 | -5
Listed for CC(/C=N/N1CCN(Cc2ccccc2)CC1)=C\c1ccccc1 : -0.5 | 12 | -2% | -2 | 7%[57.1 µM] | 7%[57.1 µM] | 5% | -0.7 | 17
Listed for CCCCn1c(=NC(=O)C(C)(C)Oc2ccc(Cl)cc2)c(C(=O)OCC)cc2c(=O)n3ccccc3nc21 : 0.9 | 1 | -29% | 0 | u | -25% | 0% | 0.3 | x
Listed for Cc1ccc(CNC(=O)CN2CCCC(C)C2)cc1 (configuration not stated) : -0.1 | -3 | -20% | 1 | 4% | 15% | 11% | -1.2 | -8

Further records follow.
Screens in order – D2 ag, TRHR PAM, USP1-UAF1 inh, PI4K2A block, TrxR1 substrate, rTrxR1 inhibitor, mIDH1 inhibitor, TRHR agonist, D2 antag
> CC[C@@]1(C(=O)OC)N[C@H](CN(C)C(=O)Nc2ccc(C(F)(F)F)cc2)[C@@H]2C(=O)N(C)C(=O)[C@@H]21
    x, x, -7%, 0, 2%, -7%, 2%, x, x
> COc1cccc(/C=C2/NC(=O)NC2=O)c1OCC(=O)Nc1ccccc1
    -0.7, 5, -34%, 24, 11%, 8%, 0%, -1.5, -6
> O=C(Nc1ccccc1N1CCN(C(=O)c2ccccc2)CC1)c1ccco1
    -0.6, 7, -8%, 3, 0%[57.1 µM], -2%[57.1 µM], -1%, -2.1, -21
> COc1cc(-c2ccno2)ccc1S(=O)(=O)N1CCN(c2cccc(Cl)c2)CC1
    x, 3, -3%, -2, 3%[57.1 µM], 15%[57.1 µM], -11%, 0.3, x
> CCOC(=O)c1cccc(NC(=O)C(NS(=O)(=O)c2ccc3c(c2)CCN3C(C)=O)C(C)C)c1 (configuration not stated)
    -2.0, 9, 1%, 8, -6%[57.1 µM], -4%[57.1 µM], -8%, 0.0, -1
> COCc1nnc(NC(=O)CCCOc2ccccc2)s1
    -1.1, -3, -17%, -2, 11%, 19%, -1%, -1.1, 4
> CC1CCCCC1NC(=O)CO/N=C/c1ccc(OC(F)F)cc1 (configuration not stated)
    -1.7, 5, -24%, -1, -14%[57.1 µM], 22%[57.1 µM], -4%, -1.2, 34*
> CCOC(=O)C1=CC[C@H]2c3c(c4ccccc4n3C)C(=O)C1N2C
    -0.1, -2, -14%, 0, 0%, 2%, 1%, -0.1, -4
> O=C(CNc1ccccc1)NN=C1CCCC1
    1.4, 1, -13%, 1, 4%[57.1 µM], 13%[57.1 µM], -3%, 0.9, 20
> Cc1cc(C)nc(SCC(=O)Nc2sc3c(c2C#N)CCC(C)C3)n1 (configuration not stated)
    x, x, -13%, 0, -11%, 5%, 1%, x, x
> CC1CCCCN1C(=O)c1cc2ccccc2cc1O (configuration not stated)
    0.4, 3, -4%, 3, 2%, 22%, 2%, 0.0, 5
> NNC(=O)c1cnn(-c2ccccc2)c1-n1cccc1
    0.3, -1, -10%, 2, -5%, 13%[57.1 µM], 7%, -0.4, 1
> CCOc1ccc(OCC(=O)Nc2ccccc2C(F)(F)F)cc1
    -0.1, -8, -13%, 4, -9%, 18%[57.1 µM], -2%, 0.2, -3
> Cc1csc(CNc2ncnc3ccc(-c4ccoc4)cc23)c1
    0.2, 2&-4, x, -3, 9%, 2%, x, -0.6&0.2, -1

From PubChem BioAssay
